Assay outcomes from PubChem BioAssay.
HCV core dimer = blocks dimerization of HCV core protein; TR-FRET GST/Flag-core106 dimerization, 1536-well; inhibition, % at 5 µM; actives 0.33% (n = 300,000); AID 1899;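 active means inhibition above the mean of all tested compounds plus 3 SD, set per screening campaign, cut at about 45% in these data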
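Material: GST/Flag-tagged HCV core106 proteins. Incubation: 4 h, 22.5 °C incubation. Read-out basis: inhibition (%) from 671 over 617 nm ratio. Measured by: TR-FRET, excitation 340 nm, emission 617 and 671 nm.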
procasp7 counter = activates human procaspase-7, counter-screen for procaspase-3 activators; P55210; recombinant procaspase-7, Ac-DEVD-pNA absorbance 405 nm; D23A/D198A/D206A triple mutant, cannot self-cleave; scale: DMSO 0, 5 µM enzyme 100; activation, % at 8.5 µM; actives 0.093% (n = 330,000); AID 463210;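 active means percent activation above the screen-wide mean plus 3 SD, cut at about 25% in these data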
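Assay system – Uncleavable procaspase-7 mutant enzyme · Quantity – 2 µM procaspase-7 mutant as dispensed · Times – 1 h preincubation, 2 h reaction · Dosing – single nominal 8.5 µM compound dose, 0.8% DMSO final · Buffer or medium – Zinc-free 50 mM HEPES buffer, pH 7.4, with NaCl and Triton X-100 · Detection – Epi-absorbance of released pNA at 405 nm, two timepoints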
proCasp3 act = activates human procaspase-3 | activation, % at 8.5 µM | actives 0.11% (n = 330,000) | recombinant procaspase-3 D3A, Ac-DEVD-pNA absorbance 405 nm;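 active means activation above the mean of all tested compounds plus 3 SD, cut at about 21% in these data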;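 further: 0% = DMSO alone and 100% = DMSO wells spiked with extra 5 µM PC-3 D3A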
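Compound: 8.5 µM single point, 0.8% DMSO / Material: Autoprocessing-dead procaspase-3 D3A mutant enzyme / Timing: 1 h preincubation plus 2 h reaction at 25 °C / Medium: Zinc-free HEPES/NaCl buffer with 0.01% Triton X-100 at pH 7.4 / Technique: 405 nm absorbance of p-nitroaniline, reads at 0 and 120 min / Repeats: one well per compound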
TPT1 inhibitor = C. albicans TPT1 enzyme inhibition; AID 1962; actives 0.81% (n = 300,000); inhibition, % at 5 µM; recombinant caTPT1, FP RNA substrate dephosphorylation;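 active means inhibition above the mean of all tested compounds plus 3 SD, set per screening campaign, cut at about 24% in these data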;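 further: plate controls were DMSO alone for no effect and ferristatin control at 100 nM for full effect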
PP5 inh = PP5 (human) phosphatase inhibition; P53041; purified PP5c, OMFP substrate fluorescence; inhibition, % at 6.7 µM; actives 0.18% (n = 320,000); AID 1987;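 active means inhibition above the campaign's mean inhibition across all tested compounds plus 3 SD, cut at about 9.5% in these data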;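 further: 0% = DMSO only and 100% = 100 µM cantharidin control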
Target sequence (P53041 whole entry, looked up): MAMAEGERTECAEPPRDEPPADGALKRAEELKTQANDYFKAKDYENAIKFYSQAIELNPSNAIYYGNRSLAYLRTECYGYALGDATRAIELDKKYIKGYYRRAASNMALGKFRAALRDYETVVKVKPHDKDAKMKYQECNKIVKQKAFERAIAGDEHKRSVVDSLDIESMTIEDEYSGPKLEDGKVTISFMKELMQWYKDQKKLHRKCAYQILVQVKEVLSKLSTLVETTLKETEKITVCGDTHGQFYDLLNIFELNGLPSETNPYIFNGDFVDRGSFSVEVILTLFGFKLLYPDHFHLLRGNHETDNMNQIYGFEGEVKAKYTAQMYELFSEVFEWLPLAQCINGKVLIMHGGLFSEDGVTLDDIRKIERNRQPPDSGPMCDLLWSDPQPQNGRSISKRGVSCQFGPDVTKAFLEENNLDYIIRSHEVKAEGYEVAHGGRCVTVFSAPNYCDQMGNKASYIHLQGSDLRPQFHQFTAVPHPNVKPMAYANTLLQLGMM
JMJD2C inh = human JMJD2C demethylase inhibition. actives 0.069% (n = 330,000). GST-JMJD2C(1-420) H3K9me3 demethylation, DELFIA europium. inhibition, % at 2.35 µM. Q9H3R0;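 active means more than half of a compound's replicate wells show inhibition beyond 50%, single wells judged on their own value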;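 further: signal counts dimethyl H3K9 product captured on neutravidin plate; 0% = median of DMSO wells and 100% = 0.3 times that DMSO median; strong numbers were not always called active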
Target sequence (Q9H3R0 1-420 limits assumed): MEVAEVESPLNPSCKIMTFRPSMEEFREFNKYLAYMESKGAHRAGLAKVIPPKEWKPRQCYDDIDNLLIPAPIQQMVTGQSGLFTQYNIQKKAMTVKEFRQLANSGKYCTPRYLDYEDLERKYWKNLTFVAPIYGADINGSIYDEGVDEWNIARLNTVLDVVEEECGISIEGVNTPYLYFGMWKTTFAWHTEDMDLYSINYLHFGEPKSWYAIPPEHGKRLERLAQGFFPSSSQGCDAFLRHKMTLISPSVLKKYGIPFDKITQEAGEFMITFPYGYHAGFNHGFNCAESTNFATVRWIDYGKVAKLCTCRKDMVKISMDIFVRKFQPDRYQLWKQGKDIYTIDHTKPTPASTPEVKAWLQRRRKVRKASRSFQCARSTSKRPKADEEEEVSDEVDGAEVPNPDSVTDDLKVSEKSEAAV
Fh CTSL1 inh = blocks F. hepatica cathepsin L1 in PFM18AAP counter-screen | inhibition, % at 5.96 µM | recombinant F. hepatica cathepsin L1, Z-Leu-Arg-MCA fluorescence | actives 0.49% (n = 300,000) | AID 1906;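 active means inhibition above the mean of all tested compounds plus 3 SD, set per screening campaign, cut at about 17% in these data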;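 further: 0% = plate median of test compound wells and 100% = 1 µM Z-Phe-Ala-diazomethylketone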
Efflux pump inh = blocks antifungal efflux pumps in multiplex yeast assay | S. cerevisiae Candida pump triplex, Nile Red efflux | inhibition, % at 10 µM | actives 0.44% (n = 330,000) | AID 485275;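 active means plate passing quality check with inhibition over a set limit, or well fluorescence over plate mean plus 4 SD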;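 further: Nile Red retained in pooled yeast measured as flow cytometry median fluorescence; 0% = buffer negative control and 100% = Enniatin B positive control; higher means more Nile Red kept so more efflux inhibition; some compounds called inactive have numbers as strong as hits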
PP1 counter = blocks human PP1-alpha phosphatase, a PP5 counter-screen. actives 0.9% (n = 320,000). inhibition, % at 6.7 µM. P62136. purified PP1alpha, OMFP fluorescence;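 active means inhibition above the mean inhibition of all tested compounds plus 3 SD, computed separately for each screening campaign, cut at about 15% in these data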
An asterisk follows results filed as active; · = not tested or not shown; & = joins results of further samples.

SMILES	HCV core dimer	procasp7 counter	proCasp3 act	TPT1 inhibitor	PP5 inh	JMJD2C inh	Fh CTSL1 inh	Efflux pump inh	PP1 counter
COc1ccc2[nH]c(=O)c(CN(C)C(=O)C3CCCCC3)cc2c1	0.4	6.9	-15.7	-3.6	-3.8	2.5	-0.1	-0.1	-0.1
N#CCSc1nnc(-c2cnccn2)n1Cc1ccccc1	-3.5	-4.1	0.8	-1.4	3.2	6.4	1.8	0.2	2.3
O=C(c1cccc(Oc2ccccc2)c1)N1CCN(c2ccccn2)CC1	-1.0	12.3	2.2	-1.5	1.9	10.8	1.4	-0.2	2.9
Cc1cc(N)n(-c2ccc(S(N)(=O)=O)cc2[N+](=O)[O-])n1	-1.6	-6.8	0.9	0.6	2.4	-2.6	-3.0	0.7	-0.6
CC12CN3CCN(CC(C3)/C1=N\NC(=O)c1ccccc1N)C2	3.5	1.3	-8.4	0.0	0.8	-3.1	-2.3	0.1	-7.2
CN(CCc1ccccn1)C(=O)CCC1CCCN(C(=O)c2ccccn2)C1 (stereo unspecified)	-3.5	7.9	10.4	0.4	0.4	0.8	-2.8	-0.1	-5.5
Cn1cc(C(=O)N2CCN(c3cccc(Cl)c3)CC2)c(=O)c2cc(S(=O)(=O)N3CCOCC3)ccc21	0.2	9.2	4.5	-1.3	0.3	0.9	1.6	0.0	-2.9
CCOC(=O)c1ccc(NC(=O)C(C)NS(=O)(=O)c2ccc(OC)cc2)cc1 (stereo unspecified)	5.5	3.4	3.4	5.6	3.1	-18.4	3.1	0.0	-0.6
Cc1cc(C)cc(-n2cc(C(=O)O)c(=O)cc2C)c1	-4.8	-4.7	0.6	2.8	-1.0	-0.3	-5.4	0.1	-4.4
O=C(Nc1cccc(S(=O)(=O)N2CCCC2)c1)c1cc(S(=O)(=O)N2CCOCC2)ccc1F	-2.5	5.3	0.1	-1.3	0.3	-1.6	-3.7	0.0	-3.8

In the list so far, 2 have a halogen:
SMILES	HCV core dimer	procasp7 counter	proCasp3 act	TPT1 inhibitor	PP5 inh	JMJD2C inh	Fh CTSL1 inh	Efflux pump inh	PP1 counter
Cn1cc(C(=O)N2CCN(c3cccc(Cl)c3)CC2)c(=O)c2cc(S(=O)(=O)N3CCOCC3)ccc21	0.2	9.2	4.5	-1.3	0.3	0.9	1.6	0.0	-2.9
O=C(Nc1cccc(S(=O)(=O)N2CCCC2)c1)c1cc(S(=O)(=O)N2CCOCC2)ccc1F	-2.5	5.3	0.1	-1.3	0.3	-1.6	-3.7	0.0	-3.8

(further entries)
SMILES	HCV core dimer	procasp7 counter	proCasp3 act	TPT1 inhibitor	PP5 inh	JMJD2C inh	Fh CTSL1 inh	Efflux pump inh	PP1 counter
CCCc1nc(N)nc2c1C(=O)CC(C)(C)C2	-2.2	8.2	1.6	-1.1	-0.9	-9.3	1.1	0.0	0.0
COc1ccccc1C(=O)NNC(=O)c1cccc(C)c1	4.1	13.2	-5.2	3.1	-2.9	-1.8	-1.5	0.0	-0.7
CC(C)Oc1ccc(S(=O)(=O)N2CCOCC2)cc1NC(=O)C1CCCC1	·	-0.6	0.6	·	2.6	-0.3	·	0.0	-2.3
CC(=O)Nc1nonc1-c1nc2ccccc2n1Cc1ccccn1	-7.9	-2.6	-5.0	2.0	-0.5	-18.5	-0.4	0.0	-4.1
O=C(/C=C/c1ccc(OC(F)F)cc1)OCC(=O)N1CCc2ccccc21	4.2	2.9	-3.7	1.6	-1.4	-0.4	-6.5	-0.1	-4.3
Cc1ccccc1S(=O)(=O)Cc1ccc(C(=O)NC2CCCCC2)o1	-5.5	1.7	5.5	0.0	1.1	-6.5	0.3	0.1	3.8
O=C(CSc1nc2ccccc2[nH]1)Nc1ccccc1N1CCOCC1	9.0	0.8	-0.4	0.3	2.4	-2.0	2.5	-0.1	0.1
Cc1cc(C)nc(NS(=O)(=O)c2ccc(NC(=O)c3ccccc3C)cc2)n1	3.8	7.1	3.8	1.3	2.8	1.0	-1.2	0.1	4.9
Cc1cccc(NC(=S)N(CCN(C)C)Cc2cccs2)c1	2.1	5.9	-3.4	0.5	-1.6	-5.5	-1.2	1.0*	4.3
CCCN1C2CCCC1CC(NC(=O)c1ccccc1)C2 (stereo unspecified)	-5.9	13.2	2.5	-0.5	-2.5	-3.1	-0.1	-0.1	2.0
CN1CCc2c(sc3c2c(NCc2ccco2)nc2nnnn23)C1	6.6	10.3	10.3	-0.7	1.7	-7.6	1.4	-0.2	1.3
COc1ccnc(Oc2ccccc2)c1C(=O)N/C=N/OCc1ccccc1F	3.1	14.4	-7.9	-2.9	1.1	30.5	-2.1	0.1	-0.4
CCCn1nc(C(=O)N2CCN(c3ccccn3)CC2)c2ccccc2c1=O	·	-2.9	1.3	·	·	-2.9	·	0.0	·
COc1ccc(C(=O)NCC(=O)N2CCCC(C)C2)cc1OC (stereo unspecified)	-3.3	-4.2	-7.6	0.5	2.2	-7.6	-1.9	0.0	1.2
CC(C)(C)NS(=O)(=O)c1ccc(NC(=O)CS(=O)(=O)Cc2ccccc2)cc1	-10.9	3.4	-10.4	-2.1	2.6	2.3	-1.9	0.2	0.5
Cc1cnc(C(=O)Nc2ccccc2-n2cccc2)cn1	1.1	-5.8	2.6	-2.3	1.1	-6.7	2.7	0.1	-2.3
O=[N+]([O-])c1ccccc1/C=N/Nc1nc(N2CCCC2)nc(N2CCCC2)n1	-2.2	-6.6	-6.7	-4.7	4.0	-43.4	5.6	-0.1	0.4
COc1cc(NS(=O)(=O)c2ccc(N/C=C\C(=O)c3ccc(OC)c(OC)c3)cc2)nc(OC)n1	9.6	-6.9	6.3	-2.8	1.8	8.2	0.7	-0.8	-0.2
FC(F)(F)c1cc(CCN2CCNC[C@H]2Cc2cccc3ccccc23)cc(C(F)(F)F)c1	-6.7	-3.5	-11.9	2.4	5.6	-10.1	0.1	-0.1	22.5*
O=C1OCCC1Sc1nc2ccccc2c(=O)n1Cc1ccc(F)cc1 (stereo unspecified)	4.2	-6.2	-0.6	-0.7	0.4	6.0	0.7	-0.1	-0.8
O=C(NC(=O)c1ccccc1)NC(=O)c1ccccc1	0.6	-0.1	0.0	-3.2	1.8	7.0	-2.9	0.3	-0.4
N=c1oc2cc(O)ccc2cc1C(=O)Nc1ccc(Cl)cc1	0.8	4.1	0.1	49.7*	4.2	-8.6	2.6	0.3	-2.0
Cc1cc(S(=O)(=O)Nc2c(C)nc3nc[nH]n3c2=O)ccc1F	0.6	9.8	1.1	4.2	1.6	-0.1	0.5	0.1	-3.6
CC(=O)Nc1ccc(S(=O)(=O)Nc2cc(C)cn(Cc3ccccc3)c2=O)cc1	-6.8	-8.7	-0.7	8.5	5.0	4.0	4.7	0.6	-1.6
COCCn1c(SCc2ccc(C(=O)OC)o2)nc2ccccc2c1=O	-6.3	2.0	0.3	1.6	3.2	-2.9	-1.0	0.1	-1.5
C#Cc1cccc(-n2nnc(C(=O)OC)c2-c2ccccc2)c1	3.6	-8.8	-7.6	-1.1	-0.8	-20.3	-0.7	0.5	-5.2
CCCCC(=O)Nc1cc(C)c2c(=O)oc3ccccc3c2n1	4.2	-8.8	-2.6	6.5	0.9	25.6	-2.3	-0.1	-1.6
Fc1ccccc1Nc1n[nH]c(=S)s1	-8.0	-25.1	-20.0	3.1	-0.1	-9.9	1.6	0.0	-4.1
O=C(CCC1CCCC1)N1CCN(C(=O)C2CC2)CC1	-7.3	-1.9	-5.4	-2.2	1.0	2.0	-3.7	-0.1	0.1
CCOc1cc(C(=O)N(C)Cc2cc3ccccc3[nH]c2=O)cc(OCC)c1OCC	4.1	-6.9	-6.8	0.0	0.5	5.1	2.6	0.3	-1.1
CC(C)Cc1nnc(NC(=O)CSc2nc(O)c(-c3ccccc3)c(=O)[nH]2)s1	3.1	-0.1	-3.8	-0.4	-2.5	-14.3	1.8	0.1	-1.0
O=C(C1CCCC1)N1CCC(CC2CC(c3ccc(Cl)cc3)=NO2)(C(=O)NCC2CCCCC2)CC1 (stereo unspecified)	16.1	3.2	0.4	-0.5	0.6	17.3	2.2	-0.1	0.4
CN(C)C(=O)c1c(NC(=O)c2ccco2)sc2c1CCCCC2	1.3	4.9	3.9	-3.6	-0.9	5.4	-3.0	0.0	-1.6
CC(/C=N/NC(=O)c1cc(-c2ccc3ccccc3c2)n[nH]1)=C\c1ccco1	32.0	-6.1	-6.7	11.5	4.3	-2.6	0.3	0.5*	6.5
CC1CCCC(C)N1/N=C/c1ccc(O)cc1 (stereo unspecified)	8.0	10.5	17.5	5.7	1.6	-7.2	-7.2	0.0	-1.7
O=C(Nc1ccccc1O)c1cc(S(=O)(=O)N2CCOCC2)ccc1Cl	-1.2	10.7	10.6	-6.2	1.3	-4.7	-4.5	0.0	-0.1
O=C(O)CCCCCNc1ncnc2ccc(Br)cc12	4.3	-11.9	2.6	-2.2	0.2	-5.6	4.1	-0.3	-1.1
COc1ccc(-c2nnc(SCc3ccc(C(=O)O)cc3)n2N)cc1	-6.1	-5.5	1.0	-1.5	0.4	2.6	-3.4	0.0	-2.9
CCC(=O)N(C(=O)CC)N1CCN(c2ccncc2S(=O)(=O)N2CCCCC2)CC1	9.6	-0.7	-0.2	2.6	-2.0	0.5	4.3	-0.1	-4.3
O=C(c1cccc(F)c1)N1CCN(C(=O)c2cc(-c3ccc(Cl)cc3Cl)on2)CC1	-0.7	9.3	8.5	-1.7	-0.1	-2.9	0.3	-0.4	-2.1
O=C1c2cccc3cccc(c23)C(=O)N1c1nncs1	-1.2	3.5	-2.1	0.6	4.2	2.4	-0.9	-0.1	-3.8
COC(=O)C(Cc1ccccc1)N1CCS(=O)(=O)CC1 (stereo unspecified)	2.1	11.2	5.3	0.3	-1.5	2.5	1.8	-0.1	0.4
Cc1ccc(NC(=O)c2ccccc2OCC(=O)c2ccc(F)cc2)cc1	3.5	3.4	0.8	1.3	0.1	3.8	1.4	-0.1	1.7
Cc1ccc(S(=O)(=O)Nc2cccc(C(=O)NCCCN3CCOCC3)c2)cc1F	-2.6	-7.7	-10.7	-1.6	3.2	-15.0	-4.5	0.2	-16.4
CC(C)OCCCNC(=O)c1ccc(Br)cc1	-9.3	6.1	5.2	-3.9	-4.3	-13.5	-0.4	0.3	-3.1
CC(Oc1ccc(Cl)cc1)C(=O)N(C)CC(=O)Nc1ccc(N2CCOCC2)cc1 (stereo unspecified)	-1.9	2.2	-4.3	0.4	3.7	0.5	1.6	-2.4	0.3
COc1cc2c(cc1OC)C1(CCCC1)CNC2C (stereo unspecified)	-2.5	4.8	1.9	-1.0	-1.3	14.2&4.1	2.8	0.1	1.9
O=[N+]([O-])c1cc(C(F)(F)F)ccc1SCC(O)CO (stereo unspecified)	0.0	4.8	0.7	5.3	-2.1	31.4	-0.1	0.0	-1.2
